# HEK293 NOD2/NF-kB: NOD2 signaling inhibitors, cell-based, luminescence, uHTS, HEK293 (AID 1566); HEK293 NOD2/NF-kB luciferase reporter, luminescence; higher % means a stronger effect; one-dose inhibition, % at 4 µM; EC50 in µM for titrated hits; 290,000 tested, 0.63% active; note: many of its hits are not listed in these tables
# NOD1 inhibition: NOD1 signaling inhibitors, primary screen, cell-based, luminescence, uHTS (AID 1578); NOD1-driven NF-kB luciferase reporter cells, luminescence; higher % means a stronger effect; inhibition, % at 4 µM, or EC50 in µM where a hit was titrated; 290,000 tested, 1% active; in the data active = inhibition mostly above about 36%, no sharp cut-off; inactive = mostly below about 34%;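 note: HEK-293T reporter cells stimulated with the NOD1 agonist gamma-tri-DAP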
# KOR beta-arrestin-1: KOR agonists, beta-arrestin recruitment, primary screen, cell-based, luminescence, uHTS (AID 1777) | KOR beta-arrestin recruitment, luminescence; higher % means a stronger effect | one-dose activation, % at 10 µM; EC50 in µM for titrated hits | 280,000 tested, 0.02% active; in the data active = activation above about 50%, passing the limit was not always enough; note: a part of the inactive calls stands beside numbers as strong as those of hits
# Dengue-2 NS5 capping: Dengue-2 NS5 methyltransferase inhibitors, primary screen, biochemical, confirmation dose response (AID 588689). 340,000 tested, 0.3% active. Genome polyprotein (Dengue virus type 2 (strain 16681-PDK53)). inhibition, % at 25 µM; hits with a dose series show IC50 in µM. Dengue-2 NS5 methyltransferase capping enzyme assay, biochemical; higher % means a stronger effect; in the data active = a potency from the dose series; inconclusive = inhibition above about 29% without an active follow-up result
# KOR beta-arrestin-2: KOR antagonists, beta-arrestin recruitment, cell-based, luminescence, uHTS (AID 1778) | Kappa-type opioid receptor (Homo sapiens) | KOR beta-arrestin recruitment, luminescence, antagonist mode; higher % means a stronger effect | inhibition, % at 10 µM; hits with a dose series show IC50 in µM | 290,000 tested, 0.091% active; note: strong numbers were not always called active
# AID2073: inhibitors of Mint1-CaV2.2 protein interaction, biochemical, HTRF (AID 2073). Voltage-dependent N-type calcium channel subunit alpha-1B (Homo sapiens). HTRF protein-protein interaction, Mint1-CaV2.2; higher % means a stronger effect. inhibition, % at 20 µM, or IC50 in µM where a hit was titrated. 290,000 tested, 0.19% active; in the data active = inhibition mostly above about 51%, no sharp cut-off; inconclusive = no clear call, values can overlap the other calls; inactive = mostly below about 53%; note: some results filed as inactive read as strong as hits
# Yfh1-off respiration: enhancers of respiration in Yfh1-depleted yeast, dose response, Friedreich's ataxia, plus single-dose screen (AID 1465); S. cerevisiae Yfh1-off respiration, WST-1 reduction, 72 h; higher fold induction means a stronger effect; 220,000 tested, 0.074% active; fold induction at 50 µM, or EC50 in µM where a hit was titrated;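 active = fold induction of absorbance versus untreated yeast above a set limit, then at least 30% activation at any dose in follow-up; inconclusive = repeats straddling the limit, or above it without dose testing; inactive = fold induction below the set limit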;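 note: activators that raise dye reduction in frataxin-depleted yeast; strong numbers were not always called active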
# HIV fusion peptide: inhibitors of HIV fusion peptide binding, primary screen, biochemical, uHTS, fluorescence dequenching (AID 1986) | inhibition, % at 20 µM; hits with a dose series show IC50 in µM | 290,000 tested, 0.3% active | cell-free peptide binding, fluorescence dequenching, 30 min; higher % means a stronger effect; in the data active = inhibition mostly above about 52%, no sharp cut-off; inactive = mostly below about 76%; note: some results filed as inactive read as strong as hits
# West Nile antiviral: West Nile virus antiviral activity, cell-based, CPE readout (AID 1621); West Nile virus-infected cells, CPE inhibition; higher % means a stronger effect; one-dose CPE inhibition, % at 10 µM; IC50 in µM for titrated hits; 290,000 tested, 0.02% active; in the data active = a potency from the dose series; inconclusive = CPE inhibition mostly from about 3.7% at the one dose, without a potency; inactive = the rest, 99 in 100 with CPE inhibition below about 2.2%; note: strong numbers were not always called active
# Dengue-2 NS5 capping pilot replicate: second read-out of Dengue-2 NS5 capping, no call of its own (marks repeat the call); inhibition, %; measured here: pilot screen replicate inhibition
# Numbers without * were called inactive; i = inactive; ? = inconclusive; · = no result given; [ ] = remark or other dose. Cut-off read from the data, not from the text of the source, unless noted: active = inhibition above about 50%; inactive = the rest. Not all compounds are listed (hit frequency here may not be typical).
SMILES,HEK293 NOD2/NF-kB,NOD1 inhibition,KOR beta-arrestin-1,Dengue-2 NS5 capping,KOR beta-arrestin-2,AID2073,Yfh1-off respiration,HIV fusion peptide,West Nile antiviral,others
CC(=O)/C(C#N)=C1\NC(=O)C(Cc2ccc(C)c(Cl)c2)S1 (configuration not stated),-19%,26%,1.2%,0%,15%,8%,i,9.7%,?,
Cc1ccc(-c2csc3ncnc(NCCN4CCOCC4)c23)cc1,47%,62%,0.4%,-1%,-7%,-2%,i,-1.0%,-0.1%,
O=C(NCCN1CCOCC1)Nc1ccccc1,3%,-15%,-1.1%,-3%,-5%,2%,·,-2.1%,·,
Cc1c(C(=O)N2CCCC2)sc(NC(=O)c2ccco2)c1C#N,13%,49%*,4.2%,2%,-13%,6%,i,14%,0.3%,
COc1ccc2c(c1)CCc1c-2nc2ccccc2c1N1CCOCC1,-12%,-6%,3.7%,2%,0%,12%,i,1.0%,-0.3%,
COc1ccc(NC(=O)Nc2c(C)n(C)n(-c3ccccc3)c2=O)c(OC)c1,14%,-24%,-1.8%,-5%,4%,-6%,·,-0.4%,-0.3%,
O=[N+]([O-])c1ccccc1/C=N\Nc1nccs1,15%,-11%,3.3%,-3%,-41%[20 µM],3%,·,-1.8%,-0.8%,
Cc1ccc(S(=O)(=O)N2CCOCC2)cc1C(=O)OCC(=O)N1CCc2ccccc2C1,15%,-11%,-3.6%,3%,4%,2%,i,-1.4%,0.3%,
Cc1c(NS(=O)(=O)c2cccc(C(=O)NCc3ccncc3)c2)c(=O)n(-c2ccccc2)n1C,3%,-5%,-4.7%,-1%,-6%,-6%,i,-0.3%,-0.1%,
CC12CCC(C(=O)Nc3ccc(SC(F)F)cc3)(CC1=O)C2(C)C (configuration not stated),-3%,13%,1.5%,-8%,-16%,-6%,i,-3.7%,-0.7%,
CC(=O)C(c1ccccc1)C(c1ccccc1)C(C)[N+](=O)[O-] (configuration not stated),17%,4%,-4.4%,-1%,-14%[20 µM],16%,·,0.2%,-0.2%,
O=C(CSc1nc(C2CC2)nc2ccccc12)N1c2ccccc2Sc2ccc(C(F)(F)F)cc21,11%,-6%,-2.9%,-8%,0%,26%,i,0.5%,-0.6%,Dengue-2 NS5 capping pilot replicate=-5.2
C=CCOc1c2ccc(C(=O)NCCc3ccc(C)cc3)cc2nn1C,6%,3%,0.4%,1%,-6%,?,i,-0.1%,-0.1%,
C[C@@H]1CN(C(=O)c2ccc(OC3CCN(S(=O)(=O)N(C)C)CC3)cc2)C[C@H](C)O1,3%,-10%,3.7%,3%,-16%,-1%,·,-0.9%,-0.8%,
O=C(Nc1ccccc1)/C(=C\c1ccc2c(c1)OCO2)NC(=O)c1ccco1,8%,3%,0.2%,-2%,32%,29%,i,0.8%,-1.0%,

# Structures listed so far that have a cyano group:
SMILES,HEK293 NOD2/NF-kB,NOD1 inhibition,KOR beta-arrestin-1,Dengue-2 NS5 capping,KOR beta-arrestin-2,AID2073,Yfh1-off respiration,HIV fusion peptide,West Nile antiviral,others
CC(=O)/C(C#N)=C1\NC(=O)C(Cc2ccc(C)c(Cl)c2)S1 (configuration not stated),-19%,26%,1.2%,0%,15%,8%,i,9.7%,?,
Cc1c(C(=O)N2CCCC2)sc(NC(=O)c2ccco2)c1C#N,13%,49%*,4.2%,2%,-13%,6%,i,14%,0.3%,

# Further entries
SMILES,HEK293 NOD2/NF-kB,NOD1 inhibition,KOR beta-arrestin-1,Dengue-2 NS5 capping,KOR beta-arrestin-2,AID2073,Yfh1-off respiration,HIV fusion peptide,West Nile antiviral,others
O=C(CN1C(=O)c2cccc3cccc1c23)N1CCN(Cc2ccc3c(c2)OCO3)CC1,-21%,-15%,-4.2%,·,-10%,33%,i,-1.2%,-0.1%,
CC(C)(C)c1ccccc1NC(=O)N1CCNC(=O)C1CC(=O)Nc1ccc(F)cc1 (configuration not stated),-36%,-33%,6.3%,-1%,-21%,9%,·,0.6%,-0.1%,
COc1ccc(NC(=O)C(=O)NNC(=O)c2cccs2)cc1,5%,-16%,-1.7%,·,38%,1%,i,-0.8%,0.0%,
CN1CCC(Oc2ccc(Sc3ccccc3)cc2)CC1,4%,-11%,1.3%,-3%,-22%,-2%,i,-0.7%,-0.8%,
CC(C)c1nnc(N2C(=O)c3oc4ccccc4c(=O)c3C2c2ccco2)s1 (configuration not stated),7%,-25%,9.2%,-40%,-4%,10%,i,7.8%,0.2%,
COc1ccc(CCNC(=O)c2cc(-c3ccc4c(c3)OCO4)on2)cc1OC,6%,10%,-1.3%,-1%,-1%,0%,i,2.6%,-0.1%,
CCOc1ccc(NC(=O)c2ccc(Br)o2)c([N+](=O)[O-])c1,-10%,-1%,7.3%,-7%,2%,5%,·,14%,0.4%,
COc1cc(C(=O)NCCC(=O)NC2CCCCC2)cc(OC)c1OC,-11%,-11%,-2.5%,-1%,-14%,-2%,·,1.3%,-0.5%,
CCc1ccc(C(=O)/C=C2\Sc3ccccc3NC2=O)cc1,21%,-16%,-1.6%,-1%,9%,-21%,i,2.0%,0.8%,
COc1ccccc1C(=O)Nc1ccc(S(=O)(=O)Nc2cc(C)on2)cc1,18%,-6%,-4.5%,3%,37%,6%,i,-0.3%,0.4%,
Nc1cc2c(cc1[N+](=O)[O-])OCCO2,0%,-31%,-2.6%,3%,-4%,-9%,i,0.3%,0.1%,
CCc1cccc(C)c1NC(=S)N1CCCC1C(=O)O (configuration not stated),-5%,-24%,-5.0%,1%,16%,9%,i,1.3%,0.0%,
COC(=O)c1sccc1NC(=O)c1ccc(Cl)cc1,-13%,-2%,1.7%,-9%,-18%,-7%,·,-0.6%,0.1%,
CCOc1ccc2nc(NC3=NC(C)(C)C=C(C)N3)nc(C)c2c1,-16%,-17%,-1.8%,-7%,-4%,1%,i,0.3%,0.7%,
CC1CCN(C(=O)CS(=O)(=O)Cc2ccccc2)CC1,1%,-1%,-2.7%,-14%,29%,7%,·,1.8%,0.0%,
COc1cc(C2c3c(-c4ccccc4)n[nH]c3C(=O)N2c2ccc(C(=O)O)cc2)ccc1O (configuration not stated),1%,3%,-3.3%,-4%,-11%,1%,i,-0.7%,1.0%,
O=C(NCCC1CCCC1)C1CCC(=O)N(CCCN2CCCC2=O)C1 (configuration not stated),6%,-10%,-2.2%,4%,-26%[20 µM],-6%,·,-0.6%,0.6%,
Cc1c(NC(=O)c2cc(-c3ccccc3O)on2)c(=O)n(-c2ccccc2)n1C,-5%,-1%,0.7%,0%,18%,13%,·,-1.1%,0.8%,
O=C(Cc1cccs1)NNC(=S)NC(=O)c1ccco1,15%,-13%,-8.1%,-4%,3%,13%,i,1.6%,-0.9%,
Cc1cc(C)n(-c2ccc(C(=O)NCCCN3CCOCC3)cc2)n1,7%,-23%,-1.7%,-10%,4%,0%,i,0.6%,-0.7%,
O=c1[nH]c(NCCO)nc2c1C1(CCCCC1)Cc1ccccc1-2,-5%,6%,-0.8%,·,-33%,15%,i,-0.3%,-0.1%,
COc1cc2c(C(=O)NCCCN3CC(C)CC(C)C3)cn(CC(C)C)c(=O)c2cc1OC (configuration not stated),10%,1%,5.2%,-2%,-12%,-3%,i,-0.2%,-0.4%,
O=S(=O)(Nc1ccccc1N1CCCCC1)c1cccs1,-4%,-11%,2.5%,6%,-2%,8%,i,-0.1%,1.2%,
Cc1c(C(=O)N/N=C/c2cccc(O)c2)nnn1-c1nonc1N,3%,-28%,-0.7%,-11%,10%,3%,·,-0.2%,0.1%,
CN(CCOc1ccc(-c2ccn(S(=O)(=O)c3c(Cl)cccc3Cl)n2)cc1)c1ccccn1,-4%,4%,-3.6%,-5%,8%,14%,i,-1.0%,-1.2%,
COc1ccc(C(O)c2nc3ccccc3n2C(C)C)cc1 (configuration not stated),-5%,4%,-0.9%,3%,-21%,7%,i,0.1%,0.4%,
CC(=O)c1ccc(-n2c(=O)[nH]c(=O)c3c(N)c(C(=O)c4ccc(Cl)cc4)sc32)cc1,8%,-6%,0.7%,-7%,-52%,35%,i,-0.3%,-0.1%,
CS(=O)(=O)N(CC(=O)NCc1ccco1)c1ccc2c(c1)OCO2,-1%,·,1.1%,-3%,28%,5%,i,2.0%,0.3%,
CN(C)c1ccc(-c2nnn(CC(=O)Nc3ccccc3N3CCOCC3)n2)cc1,-16%,4%,-4.5%,-2%,-26%,-2%,·,-1.7%,·,
Cc1n(C)c2cc(Cl)ccc2[n+]1Cc1ccccc1,11%,-8%,0.4%,4%,7%,4%,i,-0.2%,1.6%,
CC(=O)c1ccc(NC(=O)CCSCCC(=O)Nc2ccc(C(C)=O)cc2)cc1,13%,-7%,-1.5%,-10%,-6%,2%,i,0.9%,0.2%,
N#Cc1cc2cc3c(cc2nc1N1CCOCC1)OCO3,-13%,-10%,-4.1%,-9%,-20%,?,i,34%,0.6%,
O=C(CCC(=O)c1ccc(Oc2ccccc2)cc1)Nc1cccc(Cl)c1Cl,2%,-23%,3.8%,-16%,-14%,2%,i,0.6%,-0.1%,
CC(C)c1nc(SCC(=O)N2CCN(c3ccccc3)CC2)c2c(=O)n(C)c(=O)n(C)c2n1,13%,52%,1.7%,-2%,-17%,2%,i,-3.7%,0.2%,
COc1cccc(NC(=O)c2ccc(S(=O)(=O)N3CCCC3)cc2)c1,6%,9%,-3.6%,0%,-6%,6%,·,-0.2%,-0.1%,
COc1ccc(-c2nnn(CC(=O)N(CC(=O)NCCC(C)C)Cc3cccs3)n2)cc1OC,-5%,-12%,4.3%,-6%,-26%,-2%,i,0.1%,-0.6%,
CCCOc1ccc(-c2nc(-c3ccc([N+](=O)[O-])cc3)cs2)cc1,16%,1%,1.7%,-1%,29%,1%,i,-0.2%,0.0%,
CC(C)CC(c1nnnn1C1CCCCC1)N1CCN(c2ncccn2)CC1 (configuration not stated),-11%,12%,-3.4%,-9%,45%,-5%,i,-4.0%,-1.2%,
O=C(NCCN1CCOCC1)/C(=C\c1ccc(Br)cc1)NC(=O)c1cccs1,2%,-25%,3.4%,-8%,4%,2%,i,2.0%,1.2%,
COC(=O)C1C(=O)NC(SC)=C(C#N)C1c1ccccc1F (configuration not stated),-28%,-23%,-4.7%,-12%,10%,8%,i,-2.1%,0.9%,
O=C(N/N=C/c1cccc([N+](=O)[O-])c1)c1ccncc1,-13%,0%,3.3%,-9%,·,8%,i,-1.2%,0.1%,
CCc1ccc(/C=C2\SC(N3CCOCC3)=NC2=O)cc1,-14%,-16%,-0.1%,-5%,-4%,-16%,i,2.1%,-0.5%,
Cc1ccc(NC(=O)N2CCCC2C(=O)NCCc2ccccc2)cc1 (configuration not stated),-4%,12%,6.8%,-2%,8%,0%,i,0.8%,-0.3%,

# Bioassay records from PubChem.
